Assay outcomes as filed in PubChem BioAssay.
ER stress rescue – rescue of cells from ER stress-induced death, primary screen, 384-well, CSM14.1, thapsigargin, ATP luminescence (AID 1222); CSM14.1 thapsigargin-induced death rescue, ATP luminescence; higher % means a stronger effect; one-dose cellular ATP content (survival), % at 20 µM; EC50 in µM for titrated hits; 190,000 tested, under 10 active;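 active = EC50 below 50 µM in the dose-response confirmation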;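 note: death triggered by thapsigargin at about 15 µM added after 2 h compound pretreatment; cell ATP read after overnight thapsigargin exposure of roughly 18 to 22 hours; normalized against plate controls of thapsigargin alone and 5% DMSO vehicle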
P. falciparum M17LAP – P. falciparum M17LAP inhibitors, primary screen, biochemical, fluorogenic H-Leu-NHMec substrate, 1536-well (AID 1619) | 220,000 compounds, 0.38% hits | inhibition, % at 30 µM, or IC50 in µM where a hit was titrated | recombinant M17LAP, H-Leu-NHMec fluorogenic kinetic assay; higher % means a stronger effect;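 active = compound inhibiting the enzyme by more than half at any dose during confirmatory dose-response retesting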;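 note: plate controls were full reaction with DMSO carrier for no effect and no enzyme background for full effect; strong numbers were not always called active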
Dynein cargo inh – inhibitors of GR-EGFP nuclear translocation, primary screen, dynein cargo transport inhibitor project, imaging, high-content, 3617.4 mouse cells; 220,000 compounds, 0.47% hits; test concentration mostly 20 µM; stimulated with dexamethasone, 1 µM; stronger effect = lower value; z-score, hits read low; AID 1381, 2008;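 active = plate z-score of nuclear minus cytoplasmic receptor signal below a set negative limit, without overly bright fluorescence or cell loss, cut at about -3.5 in these data, passing the limit was not always enough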;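 note: z-score of nuclear minus cytoplasmic ring GR-EGFP intensity difference per well; some compounds called inactive have numbers as strong as hits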
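Buffer or medium: tet-free, stripped-serum medium; Also added: dexamethasone, 1.0 µM final; Technique: high-content fluorescence imaging after fixation; Times: 48 h induction, 1 h compound, 30 min dex at 37 °C; Read-out: per-cell GR-EGFP intensity, nucleus versus surrounding cytoplasmic ring, well-averaged.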
MT stabilize HCS – microtubule stabilizers in HeLa cells, primary screen, imaging, high-content imaging; HeLa tubulin immunostaining HCS, 24 h; share of cells brighter than vehicle mean+2SD; % tubulin-high responders, % at 10 µM; 200,000 compounds, 0.83% hits; AID 2205, 2009;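 active = plate Z-score above 3 for both tubulin-high and condensed-nucleus cell shares, with cell loss under 80%, at 10 µM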;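 note: anti alpha tubulin signal scored within the nucleus-defined area of each cell; some results filed as inactive read as strong as hits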
Yfh1-depleted yeast – enhancers of respiration in Yfh1-depleted yeast, dose response, Friedreich's ataxia, plus single-dose screen (AID 1465); S. cerevisiae Yfh1-off respiration, WST-1 reduction, 72 h; higher fold induction means a stronger effect; fold induction at 50 µM; hits with a dose series show EC50 in µM; 220,000 compounds, 0.074% hits;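 active = fold induction of absorbance versus untreated yeast above a set limit, then at least 30% activation at any dose in follow-up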;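 note: activators that raise dye reduction in frataxin-depleted yeast; strong numbers were not always called active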
M1AAP inhibition – P. falciparum M1AAP inhibitors, biochemical, fluorogenic H-Leu-NHMec substrate, 1536-well (AID 1445); Aminopeptidase N (Plasmodium falciparum (isolate 3D7)); recombinant M1AAP, H-Leu-NHMec fluorogenic kinetic assay; higher % means a stronger effect; inhibition, % at 30 µM; hits with a dose series show IC50 in µM; 220,000 compounds, 0.42% hits;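 active = primary inhibition above the hit cutoff, then over 50% inhibition at one or more dose response concentrations, cut at about 23% in these data, passing the limit was not always enough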;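 note: plate controls were DMSO full reaction for no effect and no enzyme background for full effect; strong numbers were not always called active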
Autophagy HCS – autophagy modulators in MEF cells, primary screen, imaging, high-content, MEF GFP-LC3 | MEF GFP-LC3 puncta imaging; test concentration mostly 10 µM | calls only at 10 µM (by protocol) | 190,000 compounds, 0.98% hits | AID 463193, 2010;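 active = percentage of spot-positive cells more than 3 SD above its plate mean, without a fluorescence outlier flag or 80% toxicity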;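 note: spot-positive cell cutoff set from DMSO-treated cells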
Insulin prom up – insulin promoter activators in MIN6 cells, imaging, high-content screening, mouse beta cells; AID 1625, 2009; MIN6 insulin promoter-GFP reporter; stronger effect = higher value; z-score at 5 µM; 190,000 compounds, 0.3% hits;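 active = z-score above 3 at 5 µM with at least 500 cells counted in the well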
Hep lipid drop – inhibitors of hepatocyte lipid droplet formation, primary screen, imaging, high-throughput imaging, BODIPY stain. AML12 mouse hepatocytes, oleate lipid droplets. inhibition, % at 6.5 µM. 240,000 compounds, 0.4% hits. AID 1656, 2009;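 active = lipid droplet intensity inhibited by at least 50%, with more than 500 cells counted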
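Technique: fluorescence imaging, 20x objective, two fields per well / Assay system: AML12 hepatocytes (mouse) / Measure: % inhibition of lipid droplet signal / Doses: 6.5 µM single-point dosing / Incubation: overnight exposure / Reagent: 100 µM oleic acid challenge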
Dynein cargo inh cytoplasmic EGFP – further read-out of Dynein cargo inh, marked with its call; z-score; measured here: cytoplasmic GR-EGFP intensity; stronger effect = higher value
Dynein cargo inh nuclear GR-EGFP – also measured in Dynein cargo inh; calls as there; z-score; measured here: nuclear GR-EGFP intensity;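 lower value marks the stronger effect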
Dynein cargo inh cell count – also measured in Dynein cargo inh; calls as there; z-score; measured here: cell count per field
Insulin prom up cell count – also measured in Insulin prom up; calls as there; cell count; measured here: cytotoxicity, nuclei count;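 total cells summed across four imaged fields per well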
Hep lipid drop cells 6.5 µM – recorded beside Hep lipid drop, whose call it bears; cell count; measured here: cell count, cytotoxicity flag;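 cells counted across two imaged fields per well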
MT stabilize HCS Hoechst-high % – second read-out of MT stabilize HCS, no call of its own (marks repeat the call); % Hoechst-high responders; measured here: nuclear condensation Hoechst responders;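 share of cells brighter than vehicle mean plus two SD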
MT stabilize HCS cytotoxicity % – recorded beside MT stabilize HCS, whose call it bears; toxicity, %; measured here: cytotoxicity by cell density;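 0% = mean cell density of plate MIN control wells and 100% = no cells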
Autophagy HCS cell loss 18 h – recorded beside Autophagy HCS, whose call it bears; toxicity, %; measured here: cell loss, nuclei count;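 cell loss after 18 h compound exposure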
* marks the source's active call; other numbers are inactive results; i = inactive; · = no result given. No enrichment for hits. Share with any hit: about 3.5%.

smiles,ER stress rescue,P. falciparum M17LAP,Dynein cargo inh,Dynein cargo inh cytoplasmic EGFP,Dynein cargo inh nuclear GR-EGFP,Dynein cargo inh cell count,MT stabilize HCS,MT stabilize HCS Hoechst-high %,MT stabilize HCS cytotoxicity %,Yfh1-depleted yeast,M1AAP inhibition,Autophagy HCS,Autophagy HCS cell loss 18 h,Insulin prom up,Insulin prom up cell count,Hep lipid drop,Hep lipid drop cells 6.5 µM
COc1ccccc1C1CCN(c2ccc([N+](=O)[O-])cn2)CC1,·,6.2%,1.09,-0.229,0.361,-1.12,·,·,·,i,5.0%,·,·,1.27,1348,-4.7,715
NC(N)=Nc1nc(CCN2C(=O)c3ccccc3C2=O)cs1,-1.3%,-16.4%,-0.389,-0.214,-0.746,0.589,2.0,1.9,7.6,i,-2.6%,i,12.5,·,·,·,·
CC(C)Cc1nc(N2CCCCC2)c(C#N)c2c1CCC2,0.8%,7.8%,-1.06,-0.0565,-1.08,-1.54,4.0,2.6,7.1,i,1.7%,i,3.7,-0.25,1354,·,·
Cc1cc(C)c2oc(-c3ccc(C)c(NC(=S)NC(=O)/C=C/c4ccco4)c3)nc2c1,-1.5%,14.8%,0.125,-0.222,-0.245,0.327,9.5,5.7,4.2,i,6.1%,i,-11.4,0.36,1585,24.8,628
CC1CC(C)CN(S(=O)(=O)c2ccc(NC(=S)NC(=O)c3ccccc3)cc2)C1 (centres undefined),-2.6%,3.8%,0.0659,-0.27,0.0131,-0.09,1.5,4.4,5.5,i,-0.8%,i,-11.1,0.47,1303,1.8,575
Cc1ccc(C(=O)n2c(=S)nc3ccccn32)cc1,-4.0%,-8.6%,0.0238,0.803,0.476,0.961,1.6,1.5,12.6,·,0.9%,i,-22.7,-0.22,943,-3.5,737
O=C(Nc1cc(C(F)(F)F)ccc1N1CCOCC1)c1ccc(Cl)nc1,-1.4%,5.1%,1.2,-0.116,1.63,-0.853,2.2,1.1,7.2,i,0.3%,i,-4.9,·,·,3.5,741
CCOC(=O)N1CCN(S(=O)(=O)c2cc(OCC(=O)NC3CCCCC3)c(C)cc2Cl)CC1,1.2%,-11.3%,-0.241,-0.165,0.0226,0.226,4.1,2.6,7.4,i,1.9%,i,5.1,·,·,17.3,817
COc1ccc(OC)c(/C=N\NC(=O)CC(=O)NCCc2ccccc2)c1,-1.5%,-71.1%,0.193,-0.202,-0.264,0.36,2.0,2.1,1.0,i,3.6%,i,5.8,0.61,1343,7.6,714
COc1ccc(CN(CC(=O)NCC2CCCO2)C(=O)CNS(=O)(=O)c2ccc(C)cc2)cc1 (centres undefined),-1.2%,10.0%,0.512,-0.285,0.386,0.935,2.1,2.5,22.7,i,1.1%,i,-0.2,·,·,-60.9,739
O=C1CCNc2c(Cl)cc(Cl)cc21,·,1.9%,-0.187,-0.254,-0.154,0.371,·,·,·,i,1.5%,·,·,-0.21,1308,2.3,725
NS(=O)(=O)c1ccc(NC(=O)c2ccc(-c3ccccc3)cc2)cc1,-0.1%,8.3%,0.243,-0.317,0.522,-0.207,3.6,1.3,5.8,i,-0.9%,i,-1.1,0.52,1523,-6.6,727
Cc1ccc(-c2noc(CCC(N)=O)n2)cc1,3.2%,4.2%,0.454,-0.169,0.517,0.29,2.2,2.6,13.9,i,0.7%,i,-12.7,0.54,1091,·,·
Cc1cc(=O)n(C)c(=O)n1CCCCOc1cccc([N+](=O)[O-])c1,-1.2%,-52.7%,0.904,-0.262,0.339,-0.83,2.7,3.9,8.3,i,-2.6%,i,-16.3,-0.05,1388,0.9,639
Cc1nn(-c2ccccc2)nc1C(=O)NNC(=O)c1cccc2ccccc12,·,1.4%,0.668,-0.252,0.402,-0.113,·,·,·,i,10.3%,·,·,-0.85,1122,20.7,681
c1ccc(-c2cc(N3CCCCC3)nc(-c3ccccc3)n2)cc1,0.1%,-5.7%,-0.546,-0.131,-0.165,-0.621,1.1,1.8,5.3,i,1.8%,i,0.1,-0.1,1116,-3.4,739
CC1CCCCC1NC(=O)C1CCN(S(=O)(=O)c2ccc3c(c2)CCC(=O)N3)CC1 (centres undefined),-1.3%,-1.8%,0.402,0.851,0.596,0.96,6.4,2.8,3.0,i,3.0%,i,-0.5,0.39,936,·,·
N#CC(C#N)=C(Nc1ccccc1)c1ccccc1,-0.6%,-4.0%,-0.86,-0.222,-0.627,0.826,1.2,2.5,9.6,i,8.1%,i,-6.7,-0.43,1674,10.0,698
CC(C)n1c(CNC(=O)c2ccccc2)nc2ccccc21,·,-1.4%,-1.51,-0.148,-0.675,0.36,3.3,3.8,7.7,i,0.7%,i,-10.9,0.01,1230,21.3,742
O=C(O)c1ccccc1C(=O)NCC(O)COCC1CC=CCC1 (centres undefined),1.3%,9.5%,-1.12,-0.21,-0.176,0.348,4.9,2.6,6.5,i,5.7%,i,0.6,-0.05,1509,·,·
CC(Oc1ccc(C(C)(C)C)cc1)c1ccnc2nc(/N=C/N(C)C)nn12 (centres undefined),-0.1%,-13.4%,0.264,-0.205,-0.192,-0.0485,3.0,1.7,5.3,i,10.2%,i,-23.9,-0.01,1080,·,·
CCN(CC)C(=S)SCC(=O)Nc1ccc(F)cc1,-2.4%,36.2%,0.0636,-0.0837,-0.26,0.377,2.8,1.3,8.9,i,0.5%,i,-18.8,-0.07,1484,·,·
COc1ccc(C(=O)OCC(=O)NCc2ccc3c(c2)OCO3)cc1[N+](=O)[O-],-1.2%,9.3%,0.104,-0.181,0.149,-0.177,5.5,2.3,10.0,i,-7.2%,i,-5.8,0.05,1475,-38.0,477
CCN1CCN(CCCN(Cc2ccco2)C(=S)Nc2ccccc2Cl)CC1,-1.8%,-0.1%,-0.305,-0.274,-0.16,0.0326,5.4,2.6,2.6,i,5.0%,i,9.7,0.93,1212,-10.4,721
O=C(c1ccco1)N1CCN(C(=O)C2(S(=O)(=O)c3ccc(Cl)cc3)CC2)CC1,-1.0%,5.2%,1.63,-0.271,0.459,0.0649,3.9,1.6,4.8,i,2.1%,i,8.5,-0.26,1502,·,·
CCCNC(=O)N1c2ccccc2Sc2ccccc21,·,3.0%,-0.122,-0.232,-0.0515,0.497,·,·,·,i,2.4%,·,·,0.08,1160,-5.6,735
COc1ccc2[nH]c(=O)c(CN(CCCN3CCOCC3)C(=O)NCc3ccccc3)cc2c1,-0.9%,-4.1%,-0.141,-0.22,0.313,0.0315,1.7,1.4,7.5,i,-2.4%,i,1.3,-1.09,1474,·,·
COCCNC(=O)C(C)N1c2cccc3cccc(c23)S1(=O)=O (centres undefined),-1.6%,-23.4%,-1.24,-0.245,-0.669,0.0731,3.4,2.2,5.3,i,-1.0%,i,4.4,·,·,18.3,761
CCOC(=O)C1CCN(C(=O)CCc2c(C)nc3ncnn3c2C)CC1,-0.9%,-2.1%,-0.904,0.00327,-0.554,0.757,1.6,1.3,13.5,i,1.8%,i,-4.0,-0.38,970,0.1,723
CCc1ccccc1NC(=O)CSc1nc2ccccc2n1CC(=O)N1CCCC1,1.1%,9.9%,-0.273,-0.215,-0.272,0.197,3.0,1.6,5.3,i,13.4%,i,-4.7,-0.38,1209,2.4,778
COc1ccc(/C=N/Nc2nc(N3CCCC3)nc(N3CCCC3)n2)c(OC)c1OC,-1.7%,6.8%,0.641,-0.159,0.497,-0.712,2.2,2.0,10.1,i,2.7%,i,4.9,0.26,1225,1.4,668
CC1(C)CC(=O)C(N=Nc2ccc(Br)cc2)=C(O)C1,·,-3.6%,0.168,-0.111,0.418,0.389,·,·,·,i,-3.1%,·,·,0.58,1038,23.3,723
CCc1nnc(NC(=O)c2ccc(S(=O)(=O)N3CCOCC3)cc2)s1,-2.4%,-1.0%,2.38,-0.0494,1.64,-1.34,1.8,3.4,10.0,i,-0.1%,i,2.1,-0.18,1936,5.7,618
COc1ccc(/C=N/Nc2nc(-c3cccnc3)nc3ccccc23)cc1OC,·,16.9%,1.06,-0.113,0.984,-0.427,·,·,·,i,13.0%,·,·,0.22,1179,26.8,684
CCOC(=O)C(=O)N1CCC(C(=O)OC)CC1,0.1%,3.5%,-0.297,-0.283,-0.172,0.953,2.4,1.3,4.2,i,4.4%,i,9.7,·,·,-1.3,624
Cc1cc(C)c([N+](=O)[O-])cc1NCC(=O)N1CCN(c2ccccc2)CC1,-0.9%,4.2%,-0.142,-0.354,0.362,-0.00933,3.6,2.8,21.0,i,4.8%,i,-1.9,-1.08,1258,-5.0,658
COc1ccc(C(=O)COC(=O)CCN2C(=O)C3C4CCC(C4)C3C2=O)cc1 (centres undefined),-1.1%,-2.8%,-0.213,-0.33,-0.456,0.466,1.0,1.4,5.7,i,0.0%,i,-1.6,-0.05,1288,8.2,750
